# Source: PubChem BioAssay
# IDE cell inh: inhibits human insulin-degrading enzyme in HEK cells; P14735; FAbetaB cleavage, fluorescence polarization; inhibition, % at 5.59 µM; 320,000 tested, 0.41% active;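 active = percent inhibition above the average of all tested compounds plus 3 SD, set per screening campaign, cut at about 16% in these data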;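 also: IDE supplied by intact live HEK cells; FP after avidin binding of uncleaved biotin substrate so inhibition keeps polarization high; 0% = DMSO wells and 100% = 60 µM reference IDE inhibitor Ii1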
# Target sequence (P14735 whole entry, looked up): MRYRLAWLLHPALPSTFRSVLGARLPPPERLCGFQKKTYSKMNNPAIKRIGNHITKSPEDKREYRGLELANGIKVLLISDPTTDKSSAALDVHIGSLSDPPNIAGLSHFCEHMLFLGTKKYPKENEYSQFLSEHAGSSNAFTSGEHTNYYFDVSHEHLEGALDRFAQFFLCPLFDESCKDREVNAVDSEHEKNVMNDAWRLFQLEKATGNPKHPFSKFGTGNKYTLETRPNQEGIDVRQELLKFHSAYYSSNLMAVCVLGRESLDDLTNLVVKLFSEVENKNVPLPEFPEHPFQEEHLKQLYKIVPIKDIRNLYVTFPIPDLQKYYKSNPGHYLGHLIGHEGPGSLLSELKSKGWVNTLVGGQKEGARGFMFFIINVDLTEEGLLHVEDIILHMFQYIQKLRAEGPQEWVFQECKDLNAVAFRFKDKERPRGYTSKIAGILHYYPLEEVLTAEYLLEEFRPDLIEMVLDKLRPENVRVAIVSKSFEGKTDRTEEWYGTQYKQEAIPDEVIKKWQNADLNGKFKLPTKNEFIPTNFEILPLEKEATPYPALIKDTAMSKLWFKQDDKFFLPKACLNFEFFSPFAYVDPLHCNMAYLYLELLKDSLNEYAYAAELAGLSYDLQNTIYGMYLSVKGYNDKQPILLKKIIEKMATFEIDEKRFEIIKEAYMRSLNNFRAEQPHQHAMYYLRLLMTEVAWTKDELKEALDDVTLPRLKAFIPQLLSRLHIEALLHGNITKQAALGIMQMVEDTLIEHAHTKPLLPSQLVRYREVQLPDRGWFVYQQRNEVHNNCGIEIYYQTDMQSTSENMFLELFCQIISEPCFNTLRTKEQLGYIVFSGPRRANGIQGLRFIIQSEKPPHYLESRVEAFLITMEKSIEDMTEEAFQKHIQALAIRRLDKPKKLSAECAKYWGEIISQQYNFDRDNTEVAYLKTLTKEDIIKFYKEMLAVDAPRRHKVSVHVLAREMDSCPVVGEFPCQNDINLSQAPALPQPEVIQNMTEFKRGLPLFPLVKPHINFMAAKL
# SUMO HTRF inh: SUMOylation inhibition; P63279; HTRF SUMOylation assay, SAE1/SAE2 + UBC9, in vitro; inhibition, % at 35 µM; 290,000 tested, 0.36% active; AID 2006; in the data active = inhibition above about 50%, passing the limit was not always enough; also: strong numbers were not always called active
# GalR3 antagonist: blocks the human galanin receptor 3. 360,000 tested, 0.44% active. inhibition, % at 3 µM. HEK293 GalR3-CNG cAMP membrane potential fluorescence; galR3 body fused to GalR1 C-terminus. AID 651719. O60755;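 active = inhibition above the screen-wide average plus 3 SD, cut at about 13% in these data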;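 also: forskolin and galanin both at EC90 stimulate the cells; cAMP rise reported by CNG channel membrane potential dye signal; 0% = forskolin plus galanin with DMSO and 100% = forskolin alone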
# VIM-2 inhibitor: blocks Pseudomonas aeruginosa VIM-2 metallo-beta-lactamase; purified VIM-2, nitrocefin hydrolysis, epi-absorbance fluorescence; inhibition, % at 5.6 µM; 290,000 tested, 0.89% active; AID 1527;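 active = inhibition above the mean of all tested compounds plus 3 SD, cutoff set per screening run, cut at about 7.5% in these data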;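 also: red hydrolysis product quenches plate fluorescence so inhibitors raise well fluorescence; 0% = enzyme with DMSO and 100% = DMSO without enzyme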
# pCIP destab: compounds decreasing mouse p/CIP protein stability; Q05BA5; F442A p/CIP-EGFP cells, EGFP fluorescence, 16 h; decrease of EGFP signal, % at 10 µM; 290,000 tested, 0.01% active; AID 1984;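 active = EGFP signal decrease of at least 30% at 10 µM or well 3 SD below plate mean, unless failing retest; inactive = the rest, including hits failing retest or dose response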; also: some compounds called inactive have numbers as strong as hits; many of its hits are not listed in these tables
# IMP-1 inh: inhibitors of Pseudomonas aeruginosa IMP-1 metallo-beta-lactamase. purified IMP-1, nitrocefin hydrolysis, epi-absorbance fluorescence. inhibition, % at 5.6 µM. 290,000 tested, 0.45% active. AID 1556;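 active = inhibition above the mean plus 3 SD of all compounds in the same screening run, cut at about 4.5% in these data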;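 also: 0% = IMP-1 with DMSO and 100% = DMSO wells lacking enzyme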
#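 System – purified recombinant IMP-1 beta-lactamase · Input – IMP-1 dispensed at 0.2 nM · Timing – 15 min preincubation plus 25 min reaction at 25 °C · Signal – Epi-absorbance fluorescence, 480 nm excitation, 530 nm emission · Measure – percent IMP-1 inhibition derived from blank-referenced optical density · Controls – Enzyme-plus-DMSO low control, enzyme-free DMSO high control · Replication – singlicate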
# HCV NS3 hel inh: blocks Hepatitis C virus NS3 helicase unwinding; NS3 helicase DNA unwinding, Cy5 molecular beacon fluorescence; inhibition, % at 10.9 µM; 290,000 tested, 0.56% active; AID 1800;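 active = inhibition above the mean of all tested compounds plus 3 SD, set per campaign, cut at about 35% in these data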;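 also: 0% = DMSO wells and 100% = thioflavine S control wells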
#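 Assay system: hepatitis C virus NS3 helicase domain fragment enzyme. Also added: annealed dual-labelled DNA beacon duplex, ATP-started. Timing: 1 h reaction at 25 °C, ATP-initiated. Technique: Cy5 fluorescence at 0 and 60 min, beacon hairpin quenching. Evaluation: % inhibition of unwinding. Replication: one well per compound.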
# IDE act: boosts human insulin-degrading enzyme activity in HEK cells; P14735; FAbeta-B cleavage, fluorescence polarization; 0% vehicle, 100% cell-free pure enzyme wells; activation, % at 5.96 µM; 340,000 tested, 0.073% active;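 active = activation above the mean of all tested compounds plus 3 SD, set per screening campaign, cut at about 17% in these data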
# CRFR2-BP antag: CRF-BP/CRF-R2 complex antagonism; inhibition, % at 11.8 µM; AID 588475; HEK293 CRF-R2/CRF-BP, CRF-induced calcium fluorescence; 350,000 tested, 0.59% active;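 active = inhibition of the ligand-induced calcium signal above about 50% at the single tested concentration, limit read from the data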
# Starred values were filed as active, the others as inactive; / = no result given.
SMILES,IDE cell inh,SUMO HTRF inh,GalR3 antagonist,VIM-2 inhibitor,pCIP destab,IMP-1 inh,HCV NS3 hel inh,IDE act,CRFR2-BP antag
Cc1ccc(S(=O)(=O)Nc2cc3c4c(c2)CC(=O)N4CCC3)cc1,0,/,-8,/,/,/,/,-1,-14
CCOC(=O)C1=C(c2ccccc2)OC(N)=C(C#N)C1c1cccnc1 (centres undefined),-2,9,-9,-2.1,13,-1.7,-8,2,-4
O=[N+]([O-])c1ccc(Oc2ccc(S(=O)(=O)N3CCCCC3)cc2)cc1,1,6,-11,-1.9,2,-2.5,-5,-5,13
O=C(CSc1nnc(-c2ccco2)o1)NCC(=O)c1ccccc1,10,-4,2,-0.7,2,-0.9,0,2,-17
COC(=O)c1ccc(NC(=O)COc2cccc3c2OC(C)(C)C3)cc1,-5,/,-3,/,/,/,/,2,-1
O=C(Cc1ccccc1[N+](=O)[O-])N1CCN(c2ccccc2F)CC1,-2,-4,2,-2.0,2,-1.3,-1,3,-19
CCC(=O)N1CCc2cc(S(=O)(=O)NCCc3ccc(S(N)(=O)=O)cc3)ccc21,1,-1,0,-4.0,1,-3.0,1,3,-4
CCOC(=O)CC1(C)NC(=O)c2c(C)sc(C(=O)OCC)c2N1 (centres undefined),5,23,-2,-1.3,2,-1.8,1,-1,-4
CCc1ccc(S(=O)(=O)NCc2cn3cccc(C)c3n2)s1,0,9,-5,-1.4,-21,-4.3,2,4,-1
Cc1cccc(OCc2cc(-c3ccccc3)no2)c1C,7,-4,-12,-2.1,2,-3.7,-6,5,-13
Cn1c(=O)cc(C(=O)N/N=C/c2ccc(F)cc2)[nH]c1=O,11,16,0,-2.3,-11,-1.2,-11,6,6
Cc1cc(N2CCOCC2)c2c(N)c(Br)cc(C)c2n1,8,-1,1,0.9,1,-0.4,-6,2,-16
Cc1cc(NC(=O)CCCC(=O)NCc2ccccc2)no1,0,-3,-9,-1.6,13,-0.5,-4,5,-9
C=CCS(=O)(=O)N1CCCC(C(=O)c2cccc(Cl)c2)C1 (centres undefined),-3,16,-1,1.6,-4,-2.1,1,1,35
C=CCN(C(=O)CCC(=O)Nc1cc(C)on1)C(C(=O)NC1CCCC1)c1ccc(C)cc1 (centres undefined),3,4,-1,-5.3,-13,-3.4,-8,0,0
O=C(Nc1nccs1)c1nc[nH]c1C(=O)N1CCN(c2ccccc2)CC1,3,/,-3,/,/,/,/,-5,8
Cc1ccc2c(c1Br)/C(=N/N1C(=O)c3ccccc3C1=O)C(=O)N2,0,13,-1,2.3,-12,-1.6,15,1,15
CCOC(=O)c1c(NC(=O)CSc2ncn[nH]2)sc(C)c1C,7,5,-2,5.0,-2,-1.9,-4,2,6
CCOc1ccc(S(=O)(=O)N2CCN(C(=O)C3CSC4(C)CCC(=O)N34)CC2)cc1 (centres undefined),-1,/,-4,/,/,/,/,-2,-2
CCCN(CCC)S(=O)(=O)c1ccc(C(=O)N2CC3CCC(CC3)C2)cc1,-2,34,-5,1.2,-6,0.5,5,2,-14
CSc1nc2sc3c(c2c(=O)[nH]1)CC(C)(C)OC3,3,7,-2,1.1,-2,-4.2,0,6,0
Cc1ccc(-c2oc3ccccc3c(=O)c2O)cc1,5,22,2,0.2,-8,-4.1,22,-6,-34
N#Cc1nc(-c2ccc(OCc3ccc(Cl)cc3)cc2)oc1NCCCn1ccnc1,-2,-19,1,-5.3,-5,-4.4,-11,7,12
O=C1C=CN(Cc2ccccc2)CC1,1,-11,-4,/,12,/,/,0,2
CCc1ncc(CN2CCC(C(=O)Nc3ccc(-n4nc(C)cc4C)cc3)CC2)cn1,1,-4,1,-1.3,-16,-2.0,-2,-1,16
SMILES,IDE cell inh,SUMO HTRF inh,GalR3 antagonist,VIM-2 inhibitor,pCIP destab,IMP-1 inh,HCV NS3 hel inh,IDE act,CRFR2-BP antag
OCCNc1nc(Nc2cccc(O)c2)nc2ccccc12,-1,26,-9,2.2,-10,-3.2,-4,-3,-3
CC1=C(C(=O)N2CCOCC2)C(c2ccccc2F)C2=C(CC(C)(C)CC2=O)N1 (centres undefined),3,15,-1,-3.2,-17,0.7,3,1,6
CC(Oc1ccc2ccccc2c1)C(=O)NNC(=O)Nc1ccccc1F (centres undefined),/,-8,1,-6.0,5,-5.4,-11,4,-13
CCC(C)(C)C1CCC2(CC1)NC(=S)N(c1ccccc1)N2 (centres undefined),-2,6,-4,0.0,-1,-3.4,-12,3,-17
CC1(C)C2CCC1(CS(=O)(=O)N1CCN(c3ccc(F)cc3)CC1)C(=O)C2 (centres undefined),-5,4,-8,-0.3,3,-0.5,2,1,3
COc1ccc(CC(=O)N2CCN(c3ccccn3)CC2)cc1OC,6,30,0,-2.0,-3,-1.9,-3,2,9
COc1ccc2oc(=O)c(C(=O)N3CCN(c4ccc(F)cc4)CC3)cc2c1,8,22,0,-2.8,-9,-2.2,3,-4,-8
Cc1ccc(NC(=O)CCNCc2ccco2)cc1S(=O)(=O)N(C)C,6,-1,-4,-3.3,6,-2.3,-5,0,-9
Cc1nc2c(C(=O)NCc3ccc4c(c3)OCO4)c[nH]n2c(=O)c1Cc1ccccc1F,-4,-17,/,-2.6,1,-3.8,34,-3,53*
O=C(NCc1ccccc1Cl)C1CCCN1S(=O)(=O)c1ccc(F)cc1 (centres undefined),0,10,-11,0.0,-11,-1.9,4,6,-4
Cc1ccc(OCC(=O)NCC(=O)Nc2ccc(F)cc2)c([N+](=O)[O-])n1,2,18,5,1.4,-6,-1.3,-1,-3,10
COCCNC(=O)C(C)OC(=O)c1cc2sccc2n1C (centres undefined),8,-8,-4,-0.8,-2,-1.6,1,3,13
NS(=O)(=O)c1ccc(NC(=O)CSc2ncccn2)cc1,2,11,-2,0.1,1,-2.5,-3,6,1
CC[C@@H]1[C@H]2CCCC(=O)N3CC[C@@H](C[C@@H]1OC(=O)Nc1ccccc1)[C@@H]23,-1,3,-3,-1.0,-6,-1.7,-4,-3,-12
Cc1cccc(NC(=O)CSc2nnc(C3CC3)n2CC2CCCO2)c1C (centres undefined),-6,9,-2,-0.5,-6,-3.0,6,-1,-7
CN(C)c1ccc(S(=O)(=O)N2CCCCC2)cc1NC(=O)C1=NN(c2ccccc2)C(=O)CC1,3,5,-8,-2.4,2,-4.3,-8,2,15
CNC(=S)N/N=C(\C)c1ccc(Cl)c(Cl)c1,-3,27,-4,-2.2,3,-3.9,-5,3,3
O=C(c1cccc(Cl)c1)N1CCC(N2CCC(C(=O)N3CCOCC3)CC2)CC1,8,9,4,-1.3,-4,-2.9,-17,-1,-7
Cc1nc(SCC(=O)NNC(=O)c2cccs2)[nH]c(=O)c1C,3,-1,-3,-4.0,10,-3.4,-15,1,6
O=C(O)CCC(=O)Nc1ccc(C(=O)OCC(=O)c2ccc(Cl)cc2)cc1,2,11,-6,-3.5,-12,-3.1,-3,7,-4
O=[N+]([O-])c1ccc(C2OCCO2)cc1CS(=O)(=O)c1ccccc1,2,5,-3,-0.1,4,-3.5,-8,3,17
O=C(Nc1ccccc1)C1CCN(c2nccs2)CC1,1,14,5,0.8,-3,1.3,-6,0,-2
Cc1ccc(SC(C)C(=O)NC(N)=O)c(C)c1 (centres undefined),2,5,-2,-1.9,1,0.1,5,6,-7
C=CCNC(=S)Nc1ccc2nsnc2c1,12,99*,-1,-0.8,-2,-2.1,12,7,-1
Cc1cc(OCC(=O)NCCc2c[nH]c3ccccc23)c2c(C)cc(=O)oc2c1,-1,24,-6,4.0,-2,-1.0,4,1,4

# Exported with tabs: part of the list above
smiles	IDE cell inh	SUMO HTRF inh	GalR3 antagonist	VIM-2 inhibitor	pCIP destab	IMP-1 inh	HCV NS3 hel inh	IDE act	CRFR2-BP antag
Cc1ccc(NC(=O)CCNCc2ccco2)cc1S(=O)(=O)N(C)C	6	-1	-4	-3.3	6	-2.3	-5	0	-9
Cc1nc2c(C(=O)NCc3ccc4c(c3)OCO4)c[nH]n2c(=O)c1Cc1ccccc1F	-4	-17	/	-2.6	1	-3.8	34	-3	53*

# Continuation.
SMILES,IDE cell inh,SUMO HTRF inh,GalR3 antagonist,VIM-2 inhibitor,pCIP destab,IMP-1 inh,HCV NS3 hel inh,IDE act,CRFR2-BP antag
COc1ccc(CN2CCC(C(=O)N(C)CCc3ccc(OC)c(OC)c3)CC2)c(OC)c1,0,-10,-4,-0.9,-2,-1.8,0,4,32
CCCCCCCCCCn1cc(C(C)=O)c(=O)[nH]c1=O,-4,-6,-1,-1.4,-6,-1.7,-1,8,-4
CNc1c([N+](=O)[O-])cnn1-c1ccccc1Cl,0,-25,-4,-1.6,-26,-2.0,-4,4,-1
CC(=O)c1c(C)[nH]c(C(=O)COC(=O)C2CC2)c1C,-3,4,-7,-2.6,-4,-2.1,10,3,15
O=C(Nc1ccncc1)c1ccc(Cl)c(S(=O)(=O)N2CCCC2)c1,5,/,-6,/,/,/,/,4,-3
CCN(CC)CCOC(=O)c1cc(Cl)c(N)cc1OC,4,/,-5,/,/,/,/,-3,-4
O=C(CSc1nnc(-c2ccc(F)cc2)o1)Nc1ccc(S(=O)(=O)N2CCCCCC2)cc1,-4,1,-1,0.5,-10,1.2,-4,1,-15
CCc1ccc(NS(=O)(=O)c2c(C(=O)N3CCOCC3)c(C)n(C)c2C)cc1,-2,-8,-5,0.0,5,-1.6,2,3,-9
CCOC(=O)c1nn(-c2ccccc2)cc1O,0,9,-10,-0.4,-6,-1.5,-2,4,2
Cc1cc(C)c(NC(=O)c2cccc(NC(=O)c3ccco3)c2)c(C)c1,0,0,-9,-2.9,1,-3.5,7,-6,4
CC(C)(C)c1ccc(-c2n[nH]c(=S)n2/N=C/c2ccncc2)cc1,7,-3,2,0.9,2,-1.3,9,-9,16
CS(=O)(=O)NNC(=O)c1cc2cc3ccccc3nc2s1,8,18,-3,7.5,-8,-2.3,-1,-3,-21
CC(=O)N1c2ccc(S(=O)(=O)N(C)CC(=O)N(C)Cc3ccccc3)cc2CC1C (centres undefined),4,5,0,-5.6,6,-1.4,-2,5,-5
Cc1cc(=O)oc2cc(NC(=O)CN3C(=O)NC(C)(c4ccccc4)C3=O)ccc12 (centres undefined),4,/,-3,/,/,/,/,5,3
CCN(Cc1ccccc1)C(c1ccc(C)cc1)c1nnnn1C(C)(C)CC (centres undefined),-15,-1,-5,0.1,-3,-1.2,-6,6,21
O=C(Cn1cc(C(F)(F)F)cc(Cl)c1=O)NC1CCS(=O)(=O)C1 (centres undefined),1,/,-5,/,/,/,/,7,-1
COc1ccc(-c2cc(-c3nnc(COC(=O)CC4CCCC4)o3)c3ccccc3n2)cc1OC,-4,20,0,-4.8,-1,-4.0,6,6,-24
Cc1ccc(S(=O)(=O)NCC(=O)NCC2COc3ccccc3O2)cc1C (centres undefined),1,/,-7,/,/,/,/,0,0
CCOC(=O)c1c(-c2ccc(C)o2)csc1NC(=O)COC(=O)c1ccc(NC(N)=O)cc1,-3,-24,-3,-2.0,-6,-0.1,-11,2,-25
Cn1c(=O)c2ccccc2n2c(CCl)nnc12,-6,13,-5,0.0,-3,-1.3,12,3,-4

# Rows were taken by chance, and some 3.2% of all compounds hit somewhere here.
